High-throughput results from PubChem BioAssay.
TbMetRS inhib = blocks T. brucei methionyl-tRNA synthetase activity; 0.4% of 360,000 active; purified T. brucei MetRS, ATP depletion, Kinase-Glo luminescence; inhibition, % at 11.9 µM;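 active means inhibition above a per-plate cutoff of the control wells' mean inhibition plus 3 SD, cut at about 5.5% in these data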;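 further: 0% = DMSO wells median and 100% = median of wells with control inhibitor compound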
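assay system = parasite MetRS enzyme | timing = 15 min preincubation, 2 h reaction, all 25 °C | evaluation = percent inhibition relative to median high and low control wells | medium = HEPES buffer containing pyrophosphatase, BSA, spermine, DTT | compound = single dose, 11.9 µM final nominal, 0.9% final DMSO | detection = Kinase-Glo luminescence, ATP depletion format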
MsrA inh = bovine MsrA inhibition. purified bovine MsrA, absorbance read-out. AID 651718. 0.75% of 360,000 active. inhibition, % at 15.5 µM; in the data active means inhibition above about 4.5%;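 further: 0% = vehicle wells with enzyme and 100% = reference inhibitor wells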
FAS TE block = blocks the thioesterase domain of human fatty acid synthase | recombinant FAS-TE, OMFH fluorogenic substrate, fluorescence endpoint | AID 602261 | inhibition, % at 15 µM | 0.67% of 360,000 active | P49327;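 active means compounds whose normalised, plate-corrected inhibition of enzyme fluorescence in the single-dose primary screen is 50% or more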;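 further: 0% = DMSO with enzyme and 100% = substrate without enzyme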
E coli Lon inh = inhibitors of E. coli Lon protease. purified E. coli Lon protease, fluorescence polarization. inhibition, % at 7.94 µM. 0.42% of 360,000 active. AID 602123. P0A9M0; in the data active means inhibition above about 13%, passing the limit was not always enough;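 further: 0% = enzyme with probe and DMSO and 100% = no enzyme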
SKN-1 inh = blocks SKN-1 activity in C. elegans | C. elegans VP596 Pgst-4::GFP/RFP ratio, acrylamide-induced, 24 h | inhibition, % at 21.8 µM | 0.49% of 360,000 active | AID 624304;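 active means interference check ratio from 0.5 to 1.5 plus GFP to RFP signal ratio inhibition reaching or exceeding a fixed threshold, cut at about 30% in these data, passing the limit was not always enough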; further: some compounds called inactive have numbers as strong as hits
CendR NRP1 mod = modulators of CendR peptide binding to human neuropilin-1 | O14786 | 0.85% of 360,000 active | inhibition, % at 25 µM | AID 602438 | FAM-RPARPAR peptide binding to NRP-1, fluorescence polarization;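 active means inhibition or corrected inhibition above about 18%, plus a signal ratio from 0.5 to 1.5, limit read from the data, passing the limit was not always enough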; further: strong numbers were not always called active
PABP1 MLLE inh = blocks PAM2 peptide binding to the PABP1 MLLE domain | P11940 | GST-MLLE / FITC-PAM2 fluorescence polarization | inhibition, % at 20 µM | 0.36% of 360,000 active | AID 588489; in the data active means inhibition above about 35%, passing the limit was not always enough;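 further: plate controls were DMSO wells with GST-MLLE for no effect and wells lacking GST-MLLE protein for full effect; some results filed as inactive read as strong as hits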
Target sequence (P11940 whole entry, looked up, the tested form may be a part): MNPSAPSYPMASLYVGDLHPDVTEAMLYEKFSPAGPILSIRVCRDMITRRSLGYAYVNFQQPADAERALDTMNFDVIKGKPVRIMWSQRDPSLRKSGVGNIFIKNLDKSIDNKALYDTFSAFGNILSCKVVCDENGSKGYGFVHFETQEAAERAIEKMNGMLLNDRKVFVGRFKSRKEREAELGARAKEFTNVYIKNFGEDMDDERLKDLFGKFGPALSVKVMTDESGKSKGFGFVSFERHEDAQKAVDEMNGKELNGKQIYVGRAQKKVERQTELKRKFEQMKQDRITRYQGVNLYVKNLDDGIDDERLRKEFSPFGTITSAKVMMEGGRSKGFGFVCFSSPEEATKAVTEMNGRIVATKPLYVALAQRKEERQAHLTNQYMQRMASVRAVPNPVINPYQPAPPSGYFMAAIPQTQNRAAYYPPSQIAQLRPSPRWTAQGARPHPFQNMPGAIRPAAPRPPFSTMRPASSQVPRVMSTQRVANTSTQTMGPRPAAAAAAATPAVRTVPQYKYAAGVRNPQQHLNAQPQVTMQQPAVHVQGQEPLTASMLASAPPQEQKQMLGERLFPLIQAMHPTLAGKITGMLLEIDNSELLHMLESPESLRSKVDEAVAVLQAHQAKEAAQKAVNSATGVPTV
MT1-MMP act inh = blocks activation of human MT1-MMP; P50281; HT1080 RFP-PRO-GFP cells, GFP/RFP ratio fluorescence, overnight; percent of plate control window, DMSO zero; GFP/RFP ratio change, % at 20 µM; 0.061% of 360,000 active; AID 651647;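 active means GFP/RFP ratio change of at least 30% with cell ATP level not reduced by more than half and red fluorescence within 50% of control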; further: strong numbers were not always called active
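Assay system: HT1080 RFP-PRO-GFP cells. Benchmarks: DMSO vehicle wells and RFP-L50D-GFP reporter cell wells. Times: overnight cell settling, then overnight compound exposure, 37 °C, 5% CO2. Compound: 20 µM single dose, 1% DMSO. Read-out basis: GFP/RFP fluorescence ratio.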
MsrA act = bovine methionine sulfoxide reductase A activation | purified bovine MsrA, absorbance read-out | activation, % at 10.6 µM | 0.3% of 360,000 active; in the data active means activation above about 7.5%;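 further: 0% = vehicle and 100% = reference activator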
Starred values were filed as active, the others as inactive; / = no result given.

#1 CCn1cnc2c1c(=O)n(CC(=O)OC(C)C(N)=O)c(=O)n2Cc1ccccc1 (stereo not given)
#2 Cc1cc(C)c(NC(=O)CSc2nnc(-c3ccccn3)n2N)c(Cl)c1
#3 CCCCNC(=O)C1(C)CCN1Cc1cc(C)ccc1C (stereo not given)
#4 Cc1ccc(C2CC(=O)NC(SCCC(C)C)=C2C#N)cc1 (stereo not given)
#5 COc1cc(C(=O)Nc2sc3c(c2C(=O)O)CCC(C)C3)cc(OC)c1OC (stereo not given)
#6 CCOC(=O)c1nc2cc3n(c(C)c-2c1C)C(C)C(CC)=C3C (stereo not given)
#7 CC(=O)Nc1ccc(S(=O)(=O)NCC(=O)OCC(=O)N2CC(C)OC(C)C2)cc1 (stereo not given)
#8 Cc1cc(C(=O)CS(=O)(=O)c2ccc(Cl)cc2)cc(C)c1O
#9 CN1CCN(S(=O)(=O)c2ccc3c(c2)OCCO3)CC1
#10 COc1cc(-c2nnc(CSc3nnc(N)s3)o2)cc(OC)c1OC

Screen / compound no.	1	2	3	4	5	6	7	8	9	10
TbMetRS inhib	-0.5	-0.3	-0.2	-0.3	-0.5	-0.3	-0.2	-0.9	0.0	0.4
MsrA inh	1.0	0.9	-0.6	-0.5	0.7	0.9	-0.2	2.6	-0.2	-0.1
FAS TE block	-6	-3	-9	-2	-4	-12	-9	1	-5	-13
E coli Lon inh	13	-2	-23	-10	11	-11	-8	-10	8	12
SKN-1 inh	-14	10	21	-8	27	-7	8	-11	11	7
CendR NRP1 mod	16	-4	12	-5	-8	-10	4	-2	4	-22
PABP1 MLLE inh	5	13	-12	19	6	-4	0	7	6	-13
MT1-MMP act inh	-3	6	1	-3	-2	3	1	0	7	2
MsrA act	-7	-2	0	-2	-4	-4	-1	3	1	-1

Ordered by count of non-hydrogen atoms (high to low): 5 of the compounds above.
#7 CC(=O)Nc1ccc(S(=O)(=O)NCC(=O)OCC(=O)N2CC(C)OC(C)C2)cc1 (stereo not given)
#5 COc1cc(C(=O)Nc2sc3c(c2C(=O)O)CCC(C)C3)cc(OC)c1OC (stereo not given)
#2 Cc1cc(C)c(NC(=O)CSc2nnc(-c3ccccn3)n2N)c(Cl)c1
#4 Cc1ccc(C2CC(=O)NC(SCCC(C)C)=C2C#N)cc1 (stereo not given)
#3 CCCCNC(=O)C1(C)CCN1Cc1cc(C)ccc1C (stereo not given)

Screen / compound no.	7	5	2	4	3
TbMetRS inhib	-0.2	-0.5	-0.3	-0.3	-0.2
MsrA inh	-0.2	0.7	0.9	-0.5	-0.6
FAS TE block	-9	-4	-3	-2	-9
E coli Lon inh	-8	11	-2	-10	-23
SKN-1 inh	8	27	10	-8	21
CendR NRP1 mod	4	-8	-4	-5	12
PABP1 MLLE inh	0	6	13	19	-12
MT1-MMP act inh	1	-2	6	-3	1
MsrA act	-1	-4	-2	-2	0

Carrying on.
#11 COC(=O)C1=C(C)N(CCC2=CCCCC2)C(=O)C1
#12 N/C(=N\OC(=O)c1ccc2c(c1)OCO2)c1ccc(Cl)cc1
#13 CC1Cc2ccccc2N1C(=O)COC(=O)c1ccc(N(C)C)cc1 (stereo not given)
#14 CCC12CCC3c4ccc(O)cc4CCC3C1CC(O)C2O (stereo not given)
#15 O=C(Nc1cccc2ccccc12)c1onc2c1CCCC2
#16 COc1cc(/C=C2\SC(=O)N(c3cccc(Cl)c3)C2=O)cc([N+](=O)[O-])c1O
#17 CC1CN(C(c2cccs2)c2sc3ncnn3c2O)CC(C)O1 (stereo not given)
#18 COc1ccc(CN2CCN(Cc3ccc4ccccc4c3)CC2)cc1OC
#19 CCOc1ccccc1-n1c(=S)sc2c(=O)n(-c3ccc(C)cc3)c(=S)[nH]c21
#20 CN(Cc1ccon1)C(=O)CC1C(=O)NCCN1CC(C)(C)C (stereo not given)

Screen / compound no.	11	12	13	14	15	16	17	18	19	20
TbMetRS inhib	0.2	-0.8	0.3	-0.5	-0.3	-0.4	-0.2	-0.9	0.0	0.8
MsrA inh	0.8	0.7	-0.3	1.3	/	1.1	1.9	-0.4	0.1	1.0
FAS TE block	-3	-1	5	-3	9	35	-11	2	14	-3
E coli Lon inh	-4	-12	-6	2	-3	-1	-4	-1	-8	7
SKN-1 inh	-4	5	3	3	30	8	-21	11	9	2
CendR NRP1 mod	-2	-10	0	2	-4	-7	-7	-8	2	6
PABP1 MLLE inh	7	13	13	-4	3	85*	1	-11	21	9
MT1-MMP act inh	-11	4	-1	4	0	19	-4	7	3	-3
MsrA act	-2	-3	0	-2	0	-2	-3	-5	0	-3

#21 CCn1c2ccccc2c2cc(Nc3cc(C)nc4ncnn34)ccc21
#22 COc1ccc(NC(=O)CC2C(=O)N(c3ccc(F)cc3)C(=S)N2NC(=O)c2ccc(Cl)cc2)cc1 (stereo not given)
#23 CC1CCN(CC(O)COc2ccc(C(=O)c3ccccc3)cc2)CC1 (stereo not given)
#24 CCOc1ccc(NC(=O)NC(C)c2ccc3c(c2)OCO3)cc1 (stereo not given)
#25 CCC(=O)Nc1cccc(Br)c1
#26 Cc1ccc(OCCNC(=O)Cc2ccc(F)cc2)cc1
#27 CCCN1CCN(CC(=O)Nc2nnc(C)s2)CC1
#28 COCCCNc1c2c(nc3nnnn13)CCCC2
#29 Cc1cc(Oc2nc3c(C)cccn3c(=O)c2/C=C(\C#N)S(=O)(=O)c2ccc(Cl)cc2)ccc1Cl
#30 O=C(COc1ccc2oc(-c3ccccc3)cc(=O)c2c1)NCc1ccco1

Screen / compound no.	21	22	23	24	25	26	27	28	29	30
TbMetRS inhib	0.3	-1.1	0.4	-0.1	-0.3	-0.1	-1.0	0.2	-0.9	-1.1
MsrA inh	1.2	-0.2	-0.3	-0.2	0.4	0.0	0.7	-0.6	-0.5	/
FAS TE block	12	-11	-4	-1	-5	-3	-6	-5	2	3
E coli Lon inh	-12	6	4	-3	-1	-8	-5	-5	-6	-14
SKN-1 inh	5	-8	13	-7	20	-13	-15	1	1	19
CendR NRP1 mod	-23	0	9	5	-1	11	1	7	9	-3
PABP1 MLLE inh	-7	-1	19	-4	3	3	6	7	3	-1
MT1-MMP act inh	22	7	-1	1	1	0	0	1	-6	2
MsrA act	-3	-13	-3	-3	3	-1	-4	-7	-6	-4

#31 O=C(CNC(=S)N(CCCN1CCOCC1)Cc1cccs1)NCc1ccccc1Cl
#32 OCCC1CN(Cc2cccn2-c2cccnc2)CCN1Cc1ccc(F)cc1 (stereo not given)
#33 Cc1ccc(/C=N/n2c(-c3ccccn3)n[nH]c2=S)o1
#34 COc1cccc([C@@H]2Oc3ccc(OC)cc3C(=O)[C@H]2O)c1
#35 CN(C/C=C/c1ccccc1[N+](=O)[O-])Cc1ccccc1
#36 O=C(N/N=C/c1c(O)n(Cc2ccccc2)c(=O)c2ccccc12)c1cccnc1
#37 COC(=O)[C@]12CCCCC=C1N(CCc1ccc(OC)c(OC)c1)C(=O)[C@H](CC(=O)N1CCCC1)C2
#38 CC(=O)N1CCOc2ccc(S(=O)(=O)NC[C@H]3O[C@@H](n4ccc(=O)[nH]c4=O)[C@H](O)[C@@H]3O)cc21
#39 CCOC(=O)N1CCN(C(=O)CSc2nc(=O)n3cc(C)ccc3n2)CC1
#40 CS(=O)(=O)N(CC(=O)NCc1ccc2c(c1)OCO2)C1CCCCC1

Screen / compound no.	31	32	33	34	35	36	37	38	39	40
TbMetRS inhib	-0.4	-0.3	-0.6	0.0	-1.4	0.0	0.1	-0.9	-0.3	-0.8
MsrA inh	0.4	-0.4	-0.2	/	2.8	0.9	-0.2	-1.0	0.2	2.5
FAS TE block	6	-8	-4	-8	0	19	/	-7	-7	-2
E coli Lon inh	11	1	-6	2	0	-129	/	10	-2	0
SKN-1 inh	6	-11	-8	-5	13	8	6	2	-4	9
CendR NRP1 mod	6	-3	-5	7	-10	-130	1	-14	-10	-9
PABP1 MLLE inh	-125	-3	-23	3	-1	-121	/	-6	-4	-1
MT1-MMP act inh	1	-1	0	2	3	-31	8	4	1	-3
MsrA act	0	-2	0	-3	-3	-2	/	1	-11	-5

#41 c1ccc2c(c1)oc1c(-c3cccc4nccn34)cccc12
#42 Nc1nc2c(ncn2[C@@H]2O[C@H](CNCc3ccc(Oc4cc(-n5cccn5)ncn4)cc3)[C@@H](O)[C@H]2O)c(=O)[nH]1
#43 C[C@@]12C(=O)N(CC3CC3)CC(=O)N1[C@H](C1CC1)[C@@H]1C(=O)N(c3ccccc3)C(=O)[C@@H]12
#44 Cn1c(NC(=O)c2ccc(F)cc2)nc2ccccc21
#45 COc1ccc(NC(=O)CSc2ccc3nnc(-c4ccccn4)n3n2)cc1OC
#46 CC(C)(C)N1CSC(=S)N(Cc2ccccc2)C1
#47 Cc1cnc(C(=O)OCC(=O)NCCCc2ccccc2)cn1
#48 S=C(Nc1ccc2snnc2c1)N1CCN(c2ccccn2)CC1
#49 Cn1c(CSCCOc2ccccc2)n[nH]c1=S
#50 Cc1onc(-c2c(F)cccc2Cl)c1C(=O)OCC(=O)Nc1c(C)n(C)n(-c2ccccc2)c1=O
#51 CC(C)NC(=S)N/N=C/c1sc(N2CCCCC2)nc1-c1cccs1
#52 COC(=O)c1cc(-c2ccccc2)nc2nc(SC)[nH]c(=O)c12

Screen / compound no.	41	42	43	44	45	46	47	48	49	50	51	52
TbMetRS inhib	-0.5	-0.4	0.0	-0.2	-0.2	-0.4	0.0	-0.1	0.2	-0.5	0.1	-1.5
MsrA inh	0.1	0.4	0.8	2.5	-1.0	0.6	1.8	-1.1	0.1	-1.2	-0.7	1.8
FAS TE block	6	-6	-8	-1	-6	-1	-13	2	-2	-7	7	-4
E coli Lon inh	-15	-15	-17	-3	3	-7	1	4	-4	-3	-30	-7
SKN-1 inh	20	9	-8	14	3	-9	-5	3	5	-18	16	2
CendR NRP1 mod	-4	-4	4	16	2	1	8	-3	-4	11	-56	0
PABP1 MLLE inh	11	6	-2	-8	-5	25	3	-91	0	-10	-35	3
MT1-MMP act inh	-5	0	1	-1	-1	1	0	-4	4	3	-20	-1
MsrA act	-8	-2	0	-4	-1	-3	0	-2	0	-1	-2	-5
